Screens deposited in PubChem by several laboratories.
PHOSPHO1 inh – inhibitors of human PHOSPHO1 phosphatase | inhibition, % at 13.3 µM | Q8TCT1 | actives 1.1% (n = 290,000) | recombinant PHOSPHO1, absorbance phosphatase assay | AID 1565; in the data active means inhibition above about 60%
Target sequence (Q8TCT1 whole entry, looked up): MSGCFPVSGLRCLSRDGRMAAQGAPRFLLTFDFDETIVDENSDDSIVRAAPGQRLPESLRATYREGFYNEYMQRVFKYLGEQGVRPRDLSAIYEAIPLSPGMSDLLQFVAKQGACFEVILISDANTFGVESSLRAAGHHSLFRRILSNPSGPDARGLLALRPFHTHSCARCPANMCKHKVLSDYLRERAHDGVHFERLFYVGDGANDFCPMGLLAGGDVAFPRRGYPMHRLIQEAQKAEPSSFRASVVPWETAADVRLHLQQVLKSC
IMP-1 inh – blocks Pseudomonas aeruginosa IMP-1 metallo-beta-lactamase | inhibition, % at 5.6 µM | purified IMP-1, nitrocefin hydrolysis, epi-absorbance fluorescence | actives 0.45% (n = 290,000);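 active means inhibition above the mean plus 3 SD of all compounds in the same screening run, cut at about 4.5% in these data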;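 further: 0% = IMP-1 with DMSO and 100% = DMSO wells lacking enzyme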
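assay system = purified recombinant IMP-1 metallo-beta-lactamase enzyme | schedule = 15 min preincubation plus 25 min reaction at 25 °C | signal = Epi-absorbance fluorescence, 480 nm excitation, 530 nm emission | read-out basis = percent inhibition from optical density relative to buffer-blank wells | controls = IMP-1 with DMSO as 0%, enzyme-free DMSO as 100%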
GalR3 antag – blocks the human galanin receptor 3; HEK293 GalR3-CNG cAMP membrane potential fluorescence; galR3 body fused to GalR1 C-terminus; inhibition, % at 3 µM; actives 0.44% (n = 360,000);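 active means inhibition above the screen-wide average plus 3 SD, cut at about 13% in these data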;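 further: forskolin and galanin both at EC90 stimulate the cells; cAMP rise reported by CNG channel membrane potential dye signal; 0% = forskolin plus galanin with DMSO and 100% = forskolin alone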
Target sequence (O60755 1-299 limits assumed): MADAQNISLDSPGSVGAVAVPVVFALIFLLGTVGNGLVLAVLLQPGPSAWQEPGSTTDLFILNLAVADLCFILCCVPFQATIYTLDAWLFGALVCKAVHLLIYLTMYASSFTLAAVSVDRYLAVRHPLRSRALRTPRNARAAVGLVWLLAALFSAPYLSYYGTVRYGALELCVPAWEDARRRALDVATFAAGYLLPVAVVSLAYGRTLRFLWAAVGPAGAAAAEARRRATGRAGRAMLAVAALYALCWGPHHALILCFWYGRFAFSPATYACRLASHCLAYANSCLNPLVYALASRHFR
VIM-2 inhibitor – blocks Pseudomonas aeruginosa VIM-2 metallo-beta-lactamase | purified VIM-2, nitrocefin hydrolysis, epi-absorbance fluorescence | inhibition, % at 5.6 µM | actives 0.89% (n = 290,000) | AID 1527;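 active means inhibition above the mean of all tested compounds plus 3 SD, cutoff set per screening run, cut at about 7.5% in these data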;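 further: red hydrolysis product quenches plate fluorescence so inhibitors raise well fluorescence; 0% = enzyme with DMSO and 100% = DMSO without enzyme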
NS3 helicase inh – inhibitors of Hepatitis C virus NS3 helicase; NS3 helicase DNA unwinding, Cy5 molecular beacon fluorescence; inhibition, % at 10.9 µM; actives 0.56% (n = 290,000);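 active means inhibition above the mean of all tested compounds plus 3 SD, set per campaign, cut at about 35% in these data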;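 further: 0% = DMSO wells and 100% = thioflavine S control wells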
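assay system = NS3 helicase fragment of HCV | buffer or medium = MOPS pH 6.5, MgCl2, DTT, Tween20, BSA | timing = 60 min unwinding reaction at 25 °C after ATP addition | signal = Cy5 beacon fluorescence read at start and 1 h | read-out basis = % inhibition of unwinding | control set = low DMSO, high thioflavine S at 110 µM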
V1R ag counter – V1a receptor agonism, counter-screen for OXTR agonists; P37288; CHO-V1R cells, Fluo-8 calcium fluorescence, agonist mode; 0% DMSO, 100% 3 nM vasopressin; activation, % at 3 µM; actives 0.25% (n = 320,000); AID 2797;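 active means activation above the mean activation of all tested compounds plus 3 SD, per screening run, cut at about 20% in these data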;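 further: signal is peak over basal fluorescence ratio across a 100 second FLIPR read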
GPR7 antag – human neuropeptides B/W receptor 1 antagonism | P48145 | actives 1.1% (n = 290,000) | GPR7-expressing cells, fluorescence antagonist assay | inhibition, % at 4.4 µM; in the data active means inhibition above about 16%, passing the limit was not always enough;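 further: cells stimulated with the agonist NPW; 0% = agonist with vehicle and 100% = vehicle without agonist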
Target sequence (P48145 whole entry, looked up): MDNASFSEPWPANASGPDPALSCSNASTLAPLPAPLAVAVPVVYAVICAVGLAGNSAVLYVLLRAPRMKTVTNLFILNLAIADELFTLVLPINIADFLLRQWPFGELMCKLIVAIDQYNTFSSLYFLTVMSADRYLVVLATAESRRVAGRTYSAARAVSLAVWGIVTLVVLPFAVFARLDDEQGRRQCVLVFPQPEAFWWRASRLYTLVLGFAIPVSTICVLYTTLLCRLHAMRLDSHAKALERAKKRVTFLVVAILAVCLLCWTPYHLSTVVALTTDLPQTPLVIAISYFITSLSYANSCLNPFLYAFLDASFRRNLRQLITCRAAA
DNA FID counter – fluorescent intercalator displacement, NS3 helicase counter-screen; DNA fluorescent intercalator displacement, fluorescence; inhibition, % at 7.9 µM; actives 0.17% (n = 290,000); in the data active means inhibition above about 37%;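 further: 0% = vehicle and 100% = reference compound; higher means more ethidium bromide displaced from hairpin DNA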
OXTR ag – agonists of human oxytocin receptor. CHO-OTR cells, Fluo-8 calcium fluorescence; normalized: DMSO 0%, oxytocin 100%. activation, % at 3 µM. actives 0.32% (n = 320,000). AID 2435;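 active means activation above the mean of all tested compounds plus 3 SD, cutoff set per screening run, cut at about 20% in these data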;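 further: peak over basal fluorescence ratio from a 100 s FLIPR kinetic read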
The depositor's hits bear a star; . = no result given.

A first look:
Values in the order – PHOSPHO1 inh	IMP-1 inh	GalR3 antag	VIM-2 inhibitor	NS3 helicase inh	V1R ag counter	GPR7 antag	DNA FID counter	OXTR ag
Cc1cc(C)c(OCCCCn2cnc3ccccc3c2=O)c(C)c1
  22	-2.5	-4	-4.1	4	-0.6	2	-9	-1.1
COc1ccc(/C=C/C(=O)O)cc1S(=O)(=O)Nc1ccc2c(c1)OCO2
  12	-2.2	4	-2.6	1	0.0	-10	1	1.2
Nc1nc2n(n1)C(c1cccc(Br)c1)CC(c1ccc(F)cc1)N2 (stereo not given)
  0	-0.8	-1	-2.5	-8	3.7	35*	-18	8.8

The listing, from the first entry:
Values in the order – PHOSPHO1 inh	IMP-1 inh	GalR3 antag	VIM-2 inhibitor	NS3 helicase inh	V1R ag counter	GPR7 antag	DNA FID counter	OXTR ag
Cc1cc(C)c(OCCCCn2cnc3ccccc3c2=O)c(C)c1
  22	-2.5	-4	-4.1	4	-0.6	2	-9	-1.1
COc1ccc(/C=C/C(=O)O)cc1S(=O)(=O)Nc1ccc2c(c1)OCO2
  12	-2.2	4	-2.6	1	0.0	-10	1	1.2
Nc1nc2n(n1)C(c1cccc(Br)c1)CC(c1ccc(F)cc1)N2 (stereo not given)
  0	-0.8	-1	-2.5	-8	3.7	35*	-18	8.8
CCOC(=O)N(C)OC(=O)Nc1ccc(Cl)c(Cl)c1
  13	-1.6	0	-1.8	1	4.4	2	3	5.3
C=C(C)CNC(=S)N/N=C/c1ccc([N+](=O)[O-])cc1
  -4	-2.7	-1	-4.3	0	-0.9	-8	2	-1.7
COc1cccc(CNc2ccc([N+](=O)[O-])cc2Cl)c1O
  -2	1.2	-7	1.4	-6	9.0	4	12	2.7
Cc1cc(NC(=O)c2c(Cl)cccc2Cl)no1
  10	-0.7	-1	1.5	7	-0.5	13	1	-0.5
CCOc1ccc(C(=O)c2cc([N+](=O)[O-])ccc2N2CCOCC2)cc1
  -35	-0.1	-7	-3.9	-4	-0.6	18	-14	-1.6
COc1ccc2c(c1)C(=C(C#N)C#N)C(=O)N2CCc1ccccc1
  19	-1.3	2	-2.4	-2	-0.5	12	0	-1.5
CCC(C)(C)NC(=O)CN(Cc1cccs1)C(=O)CNS(=O)(=O)c1ccc(F)cc1
  34	-3.8	-4	-4.1	1	-0.4	-7	-10	-0.4
COc1ccccc1S(=O)(=O)Cc1ccc(C(=O)NCC2CCCO2)o1 (stereo not given)
  -21	-0.8	-5	-1.3	1	-0.1	1	4	-0.3
CN(C)S(=O)(=O)c1ccc2c(c1)nc(CCC(=O)Nc1ccc3c(c1)OCO3)n2C
  -6	-2.2	-2	-3.9	4	0.7	1	-14	0.3
CO/N=C/c1ccc(N2CCN(C(=O)c3ccc(F)cc3)CC2)c([N+](=O)[O-])c1
  5	-2.9	-9	-0.7	40*	13	6	-2	15
CNC(=O)NC(=O)C(C)OC(=O)CCCc1nc2ccccc2s1 (stereo not given)
  13	-2.9	-6	-3.4	13	2.0	-5	-16	1.1
COc1cc(NC(=O)CNC(c2ccccc2)c2ccccc2)cc(OC)c1OC
  5	-4.0	-9	-4.2	-15	1.1	-17	-22	-1.1
C/C(Cc1ccccc1)=N\NC(=O)CNC(=O)c1ccc(F)cc1
  11	-1.7	0	-0.1	4	-0.3	-2	0	0.6
COc1ccccc1CN(Cc1nc2ccccc2c(=O)[nH]1)C(=O)Nc1cccc(C)c1
  17	-4.9	-2	-1.0	13	-0.3	1	-22	-0.8
O=C(NCc1ccc(Cl)cc1)c1ccccc1CCc1ccccc1
  -30	-0.4	-2	-2.0	-9	2.2	-6	-17	0.5
C=CCn1c(-c2ccc3ncccc3c2)n[nH]c1=S
  -21	-4.4	-2	0.6	3	0.9	-13	-7	-0.9
COc1ccc(C(=O)NCCc2ccc(F)cc2)cc1OC
  47	-2.9	2	-4.2	-5	1.4	-7	-4	0.9
O=C(O)CC1CCS(=O)(=O)C1 (stereo not given)
  -39	-0.8	-5	0.1	-1	0.2	-3	4	1.2
Cc1noc(C)c1C(=O)N1CC(C)OC(C)C1 (stereo not given)
  2	-1.6	-2	-4.2	3	0.8	2	1	0.8
CCCOC(=O)C1=C(C)NC2=C(C(=O)CC(C)(C)C2)C1c1ccc(N(C)C)cc1 (stereo not given)
  -8	-2.1	4	-0.7	1	-0.8	-11	-18	-1.2
Cc1cccc(N2CCN(C(=O)C3CCN(S(=O)(=O)c4cccc5nsnc45)CC3)CC2C)c1 (stereo not given)
  -6	1.1	-3	-0.6	-12	17	-2	-44	4.8
Cc1cc2oc3c(c(=O)c2cc1C)C(c1ccc(F)cc1)N(CCCN1CCOCC1)C3=O (stereo not given)
  -2	-4.2	-3	-1.2	9	0.5	3	10	-0.5
Cc1ccc(C(C)C)c(OCCN2C(=O)NC(C)(C)C2=O)c1
  5	-4.5	-6	-0.8	2	-0.7	-8	-10	-1.6
O=C(Cc1cccs1)Nc1ccccc1NC(=O)Cc1cccs1
  6	0.0	-6	-1.6	8	2.8	10	-3	0.7
Cc1ccccc1OCCc1c(C)[nH]c(=S)[nH]c1=O
  -18	-2.7	0	-0.5	1	-0.1	-4	-2	-0.8
CCOc1ccc(NC(=O)CC2C(=O)N(c3ccccc3)C(=O)N2CCc2cccs2)cc1 (stereo not given)
  -24	-4.4	-7	-2.8	-1	-0.4	6	-22	-1.5
CCc1nnc(NC(=O)CSc2nnc(CSc3nc(C)cc(C)n3)o2)s1
  94*	-0.5	-4	-4.9	2	0.4	-3	-3	-0.2
Cn1c(SCC(=O)N2CCOCC2)nnc1-c1ccncc1
  19	-2.4	-1	-3.0	-6	1.2	-7	-3	-0.4
O=C(NCc1ccc2c(c1)OCO2)Nc1cccc2ccccc12
  0	-0.2	-7	0.4	-16	1.4	-9	-1	-1.1
O=C(CN1CCN(c2ccccn2)CC1)NCCc1ccccc1
  -5	-2.3	-3	-1.3	0	-0.7	-8	-14	-0.5
COc1ccc(C(=O)C2CCCN(C(=O)c3ccc(C(C)=O)s3)C2)c(C)c1 (stereo not given)
  22	-2.2	0	-1.9	-8	.	-2	-31	.
CC(C)COC(=O)n1c(=O)oc2cc(S(=O)(=O)N3CCCCC3)ccc21
  0	-1.9	-7	-2.9	2	6.4	-3	-15	8.4
COc1ccc(C(=O)N2CCC(n3nccc3NC(=O)C3CC3)CC2)c(OC)c1OC
  20	-1.5	-2	-0.6	12	-0.3	-1	-15	-1.9
O=C(Nc1ccc(N2CCOCC2)cc1)C1(c2ccc(Cl)cc2)CCC1
  28	-2.1	-4	-1.6	-16	11	12	-17	18
CCOc1ccc(C2c3[nH]c4ccccc4c3CCN2CCCn2cccn2)cc1 (stereo not given)
  37	-2.6	-3	-2.3	-4	5.4	-11	6	0.0
COc1ccc(CN2CCNC(=O)C2CC(=O)O)c(OC)c1 (stereo not given)
  13	-5.2	0	-4.5	-4	0.0	-8	1	1.2
COc1ccc(/C=N/Nc2cc(C)nc(N3CCOCC3)n2)cc1
  6	-5.2	-2	-3.8	2	-0.6	8	-8	-0.9
Cc1nc2ccc(S(=O)(=O)Nc3cc(-c4nc5cccnc5s4)ccc3C)cc2s1
  -16	-3.5	.	-2.2	-25	-0.9	-5	-24	-0.8
CC(C)CN(C(=O)COC(=O)c1ccccc1Sc1ccccc1C#N)C1CCS(=O)(=O)C1 (stereo not given)
  2	-4.1	4	-4.7	-7	0.3	-1	-30	0.1
CC(=O)CSc1nc(N(C)C)nc(N(C)C)n1
  42	-2.4	-5	0.8	-3	-0.2	-11	-5	-1.5
COc1cc(NS(=O)(=O)c2ccc(Nc3nc(-c4cccc([N+](=O)[O-])c4)cs3)cc2)nc(OC)n1
  4	0.0	-4	-1.7	-10	0.7	-3	7	-1.2
CC(=O)Nc1cccc(Cl)c1C(=O)O
  -11	-0.9	5	-2.0	1	2.0	-6	0	7.6
COc1ccc(-n2cnnc2SCC(=O)Nc2nc(C)c(Cl)cc2Cl)cc1
  6	-2.4	-5	-4.0	-2	0.7	-8	-22	-1.4
CCOC(=O)C1CCN(C(=O)C2CCN(S(=O)(=O)CC)CC2)CC1
  -5	-3.3	-11	-0.9	-3	-0.2	-8	-7	-0.7
COc1ccc(-c2nnc(SCC(=O)N3CCN(c4ccccc4)CC3)o2)cc1OC
  11	0.3	0	-0.1	-7	0.9	3	1	0.9
CCN(CC)C(=O)CSc1nc(-c2cccs2)cc(-c2cccs2)c1C#N
  17	-3.4	-5	-1.0	0	0.5	-8	-3	0.6
Cc1ccccc1CNC(=O)Cc1cccs1
  8	-1.4	-3	-2.0	10	0.1	-17	-1	-0.5
O=C(Nc1ccc2nc(-c3cccs3)c(-c3cccs3)nc2c1)NC1CC1
  16	0.8	-6	-2.4	11	4.3	4	-3	9.5
Cc1ccccc1/C=N/Nc1ncnc2nc[nH]c12
  42	-2.2	-6	-1.2	9	-1.8	-9	-4	-2.0
O=C(CN1CCN(C(c2ccccc2)c2ccccc2)CC1)NC(=O)NCc1ccco1
  50	3.4	0	-0.3	-17	0.0	-9	-10	-1.6
CC(=O)SC(C)CC(=O)Nc1ccccc1 (stereo not given)
  -28	-1.9	-3	-1.4	2	1.1	-12	-11	-0.6
CCN(CC1CCCO1)C(=O)CCc1nnc(Cc2ccc3c(c2)OCO3)o1 (stereo not given)
  44	-2.8	0	0.7	3	-0.5	2	-14	1.4
Cc1c(CNC2CCC(C)CC2)c(C(=O)O)c(C)n1Cc1ccccc1 (stereo not given)
  -8	-4.5	-4	-1.7	-7	0.8	10	-9	-0.1
O=C(OCC(=O)N1CCc2ccccc2C1)c1cccnc1Cl
  -10	-3.1	7	-3.3	9	0.1	-8	-8	-0.3
COc1ccc(S(=O)(=O)N2CCN(C(=O)Cc3cccs3)CC2)cc1
  0	-4.1	-8	-2.6	-1	0.8	-7	-5	-0.1
CCOC(=O)c1c(-c2ccc(-c3ccccc3)cc2)csc1NC(=O)C1C2CCC(O2)C1C(=O)O (stereo not given)
  -19	0.1	-2	1.0	19	3.0	-6	-33	0.7
Cc1ccc(NCC(=O)c2ccc(C)cc2)cc1
  9	36*	-11	6.4	-8	-0.3	2	0	0.2

Other results.
Values in the order – PHOSPHO1 inh	IMP-1 inh	GalR3 antag	VIM-2 inhibitor	NS3 helicase inh	V1R ag counter	GPR7 antag	DNA FID counter	OXTR ag
O=C(/C=C/Nc1ccc(F)cc1)c1ccc(Oc2ncccn2)cc1
  -2	-2.3	0	-0.2	4	-0.6	-4	-9	0.3
O=c1oc2ccccc2c2c1C(c1ccc(Cl)cc1)Nc1ccc3ccccc3c1-2 (stereo not given)
  7	-2.6	15*	-4.2	0	-0.5	2	0	-0.1
Cc1ccc(C(=O)NCCc2nnc3c(C(F)(F)F)cc(Cl)cn23)o1
  16	-2.9	-8	-2.1	13	-0.5	8	-9	-1.1
CCc1ccc(C(=O)COC(=O)CNC(=O)c2cccs2)cc1
  7	1.4	-3	2.7	0	-0.1	-5	-6	-1.0
